# Screens from PubChem.
# Rad51 HR inh: human RAD51 strand exchange inhibitors, primary screen, biochemical, fluorescence; hRad51 DNA strand exchange, fluorescence dequenching; inhibition, % at 10 µM; 0.085% of 200,000 active; AID 1385, 2008;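 active = inhibition above 40% at the single screening dose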;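 note: 0% = DMSO control wells and 100% = blanks with heterologous ssDNA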
#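 Test system – preformed human Rad51 ssDNA filaments · Reagent – Donor/quencher-labelled 47-bp dsDNA substrate · Incubation – 37 °C 15-min filament assembly, 30-min compound preincubation, 15-min exchange · Signal – FRET fluorescence dequenching, excitation 485 nm, emission 520 nm · Read-out – percent inhibition from fluorescence, normalised to plate control and blank means · Benchmarks – plate control and blank wells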
# MDM2 E3 inh: MDM2-luciferase reporter signal enhancers, primary screen, MDM2 E3 ligase inhibitor project, cell-based, luminescence, 1536-well; 0.11% of 210,000 active; signal enhancement, % at 5 µM; cell-based MDM2 ubiquitination luciferase reporter, 2 h; 0 = plate control, 100 = twice control, blank-subtracted;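 active = signal enhancement of 30% or more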;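 note: luminescence tracks abundance of the self-degrading MDM2-luciferase fusion protein; higher signal means inhibition of MDM2 E3 ligase activity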
#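 system = mammalian cells stably expressing self-ubiquitinating, self-degrading MDM2 E3–luciferase fusion | quantity = 2000 cells per well seeded | incubation = 4 h cell settling then 2 h compound exposure, 37 °C | signal = SteadyLite luminescence, 15 min reagent step | benchmarks = plate control and blank wells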
# FXIIa inh: human FXIIa protease inhibitors, primary screen, biochemical, 1536-well | Coagulation factor XII (Homo sapiens), P00748 | purified FXIIa, Boc-QGR-AMC fluorogenic substrate, 2 h | inhibition, % at 5 µM | 0.3% of 220,000 active | AID 800, 2007; in the data active = inhibition above about 40%;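 note: 0% = enzyme with no compound and 100% = blank without enzyme; many of its hits are not listed in these tables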
# 14-3-3 Bad PPI: inhibitors of 14-3-3 zeta/Bad binding, primary screen, biochemical, TR-FRET, bovine 14-3-3 zeta; TR-FRET 14-3-3zeta/Dy647-pBad peptide displacement, 1 h; inhibition, % at 21.7 µM; 0.71% of 220,000 active;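 active = inhibition above about 70%, limit read from the data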;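 note: 0% = full 14-3-3 plus peptide FRET controls and 100% = background without 14-3-3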
# eIF4E 4G PPI: eIF4E–eIF4G protein interaction inhibitors, primary screen, biochemical, uHTS, TR-FRET, eIF4GI fragment; Eukaryotic translation initiation factor 4E (Mus musculus) + Eukaryotic translation …; TR-FRET eIF4E-eIF4GI(517-606) binding, 2 h; inhibition, % at 21.7 µM; 0.37% of 220,000 active; AID 782, 2007;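 active = inhibition above about 30%, limit read from the data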;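 note: 0% = full FRET control wells and 100% = background wells lacking eIF4GI fragment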
# hK5 inh: human KLK5 protease inhibitors, primary screen, biochemical, 1536-well; Kallikrein-5 (Homo sapiens), Q9Y337; recombinant hK5, fluorogenic AMC substrate cleavage; inhibition, % at 5 µM; 0.59% of 210,000 active; AID 873, 2007;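 active = inhibition of 40% or more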;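 note: 0% = enzyme controls without compound and 100% = no-enzyme blanks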
# Wee1 stabilizer: Wee1 degradation inhibitors, primary screen, cell-based, HeLa, Wee1K328M-luciferase, luminescence; Wee1-like protein kinase (Homo sapiens), P30291; HeLa Luc-Wee1K328M stability; 100% = proteasome inhibitor MG132 effect; reporter increase, % at 5 µM; 1.2% of 220,000 active; AID 1321, 2008;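 active = activation above the mean of all tested compounds plus 3 SD, set per screening run, cut at about 8.8% in these data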;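 note: cells exposed to compound for 20 h before luminescence read; 0% = DMSO alone and 100% = MG132 at 30 µM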
# p97 ATPase inh: inhibitors of human p97 ATPase, primary screen, biochemical; recombinant p97 ATPase, Kinase-Glo ATP luminescence, 3 h; inhibition, % at 8 µM; 0.42% of 220,000 active; AID 1481, 2009; in the data active = inhibition above about 15%;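 note: 0% = DMSO vehicle and 100% = wells lacking enzyme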
# FXIa inh 1536: human FXIa protease inhibitors, primary screen, biochemical, 1536-well; AID 798, 2007; 0.14% of 220,000 active; purified FXIa, Boc-Glu-Ala-Arg-AMC fluorogenic substrate; Coagulation factor XI (Homo sapiens), P03951; inhibition, % at 5 µM;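 active = inhibition of at least 40%; inactive = inhibition below 40%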;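 note: fluorescence of freed AMC excited at 355 nm; 0% = enzyme without compound and 100% = no enzyme blank; many of its hits are not listed in these tables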
# Active calls of the source: *; nt = no result given; [ ] = remark or other dose. The order is random, and some 3.5% of all compounds hit somewhere here.
SMILES,Rad51 HR inh,MDM2 E3 inh,FXIIa inh,14-3-3 Bad PPI,eIF4E 4G PPI,hK5 inh,Wee1 stabilizer,p97 ATPase inh,FXIa inh 1536
O=C1C(Cl)=C(NCC2CCCO2)C(=O)N1c1ccccc1 (stereo not drawn),2,8,7,1,-2,1,0,8,5
CN1CCN(NC(=O)c2cc(S(=O)(=O)N3CCOCC3)c(Cl)cc2Cl)CC1,3,-4,12,-15,4[fluorescence artefact?],-19,2,3,9
O=C(CN1CCCc2ccccc21)N/N=C/c1ccc(O)cc1O,-6,-22,1,-1,1,-13,-2,5,-3
c1coc(CNc2ncnc3nc[nH]c23)c1,5,-13,14,-2[fluorescence artefact?],3,-8,1,2,3
CC(C)C(NC(=O)c1ccc(F)cc1)C(=O)NCC1CCCO1 (stereo not drawn),nt,-7,5,1,3,-3,-2,5,0
CCOc1c(Nc2ccccc2O)c(=O)c1=O,-15,-7,7,-1,-3,0,0,2,0
CCOC(=O)CSc1nc(N(C)C)nc(N(C)C#N)n1,-2,-18,2,15,-1,-28,0,6,5
Cc1ccc(CNC(=O)c2cn(C3CCCCC3)c(=O)c3c2c2ccccc2n3C)o1,2,-2,11,12,7,-11,-1,0,0
Cc1nc2c(=O)n(-c3cccc(C(F)(F)F)c3)nc(C)c2s1,-21,-12,3,-4,1,-6,1,11,0
CCCn1c(C)cc(C(=O)COC(=O)c2c(C)nn(-c3ccccc3)c2C)c1C,0,-16,16,-9,-3,24,1,-8,5
N#CC(C#N)=NNc1ccc(S(=O)(=O)N2CCCC2)cc1,13,-21,10,4,3,7,-1,1,-1
Cc1cc(N2CCCC2)nc(SCC(=O)c2ccccc2)n1,6,0,6,-16,1,-6,-1,0,-3
NC(=O)C(=O)N/N=C/c1c[nH]c2ccc(Br)cc12,7,-10,1,-5,1,-5,-2,7,-4
COc1ccc(C(c2nnnn2CC2CCCO2)N2CCN(c3cccc(C)c3C)CC2)cc1 (stereo not drawn),-8,-5,14,67,-1,1,0,-3,2
Cc1ccc(C2=[N+]([O-])C3(CCCCC/C3=N\NC(N)=S)N(O)C2(C)C)o1 (stereo not drawn),nt,-19,13,0,6,-11,1,-2,-2

# By substructure: those above with a Cl atom
SMILES,Rad51 HR inh,MDM2 E3 inh,FXIIa inh,14-3-3 Bad PPI,eIF4E 4G PPI,hK5 inh,Wee1 stabilizer,p97 ATPase inh,FXIa inh 1536
O=C1C(Cl)=C(NCC2CCCO2)C(=O)N1c1ccccc1 (stereo not drawn),2,8,7,1,-2,1,0,8,5
CN1CCN(NC(=O)c2cc(S(=O)(=O)N3CCOCC3)c(Cl)cc2Cl)CC1,3,-4,12,-15,4[fluorescence artefact?],-19,2,3,9

# 3 compounds drawn at random from the list so far, as already listed:
SMILES,Rad51 HR inh,MDM2 E3 inh,FXIIa inh,14-3-3 Bad PPI,eIF4E 4G PPI,hK5 inh,Wee1 stabilizer,p97 ATPase inh,FXIa inh 1536
CN1CCN(NC(=O)c2cc(S(=O)(=O)N3CCOCC3)c(Cl)cc2Cl)CC1,3,-4,12,-15,4[fluorescence artefact?],-19,2,3,9
COc1ccc(C(c2nnnn2CC2CCCO2)N2CCN(c3cccc(C)c3C)CC2)cc1 (stereo not drawn),-8,-5,14,67,-1,1,0,-3,2
CC(C)C(NC(=O)c1ccc(F)cc1)C(=O)NCC1CCCO1 (stereo not drawn),nt,-7,5,1,3,-3,-2,5,0

# Reformatted: entries from further up
# Every second line gives: Rad51 HR inh	MDM2 E3 inh	FXIIa inh	14-3-3 Bad PPI	eIF4E 4G PPI	hK5 inh	Wee1 stabilizer	p97 ATPase inh	FXIa inh 1536
CCOc1c(Nc2ccccc2O)c(=O)c1=O
→ -15	-7	7	-1	-3	0	0	2	0
CCOC(=O)CSc1nc(N(C)C)nc(N(C)C#N)n1
→ -2	-18	2	15	-1	-28	0	6	5

# One compound at a time, as listed above.
# CCOc1c(Nc2ccccc2O)c(=O)c1=O in the list: Rad51 HR inh = -15; MDM2 E3 inh = -7; FXIIa inh = 7; 14-3-3 Bad PPI = -1; eIF4E 4G PPI = -3; hK5 inh = 0; Wee1 stabilizer = 0; p97 ATPase inh = 2; FXIa inh 1536 = 0
# CN1CCN(NC(=O)c2cc(S(=O)(=O)N3CCOCC3)c(Cl)cc2Cl)CC1 in the list: Rad51 HR inh = 3; MDM2 E3 inh = -4; FXIIa inh = 12; 14-3-3 Bad PPI = -15; eIF4E 4G PPI = 4[fluorescence artefact?]; hK5 inh = -19; Wee1 stabilizer = 2; p97 ATPase inh = 3; FXIa inh 1536 = 9

# More compounds
SMILES,Rad51 HR inh,MDM2 E3 inh,FXIIa inh,14-3-3 Bad PPI,eIF4E 4G PPI,hK5 inh,Wee1 stabilizer,p97 ATPase inh,FXIa inh 1536
COCCCNC(=O)c1cccc(C(=O)NCCCOC)c1,0,1,19,3[fluorescence artefact?],5,-6,1,3,-3
Cc1cc(C)c2c(N)c(C(=O)c3cccc(Cl)c3)sc2n1,-2,-1,10,1,-5,2,-1,4,13
C/C(Cl)=C/CN1C(=O)C2C3C=CC(C3)C2C1=O (stereo not drawn),-3,-12,9,-2,3,1,2,-2,-3
Cc1cc(C)nc(SCc2ccc(C(=O)O)o2)n1,-5,-20,10,2[fluorescence artefact?],0,-8,1,6,-1
CC(C)OC(=O)C(C)(C)Oc1ccc(C(=O)c2ccc(Cl)cc2)cc1,-10,nt,12,1,7,-6,1,-3,2
Cc1cc([N+](=O)[O-])nn1CCCC(=O)N1CCN(c2ccccc2)CC1,-6,-13,14,20[fluorescence artefact?],0,14,1,-5,15
Oc1c(C(Nc2nccs2)c2ccc(C(F)(F)F)cc2)ccc2cccnc12 (stereo not drawn),nt,-8,10,-14,2,nt,-2,5,-2
CCn1c(=O)cc(OCC(=O)NCCCN2CC(C)CC(C)C2)c2ccccc21 (stereo not drawn),-3,nt,4,-17[fluorescence artefact?],-12,-9,-2,4,-4
Cc1cc2n(n1)SC(Nc1cc(Cl)ccc1Cl)N2 (stereo not drawn),4,nt,10,13,2[fluorescence artefact?],2,3,8,9
C=CCSC1=C(C#N)C(c2ccc(OCC)cc2)CC(=O)N1 (stereo not drawn),-4,-8,11,16,-11,0,1,-1,5
N/C(=N\c1nc(CSc2ccccn2)cc(=O)[nH]1)Nc1ccc(Cl)cc1Cl,6,nt,8,-1,-5,-2,1,4,0
Cc1onc(-c2ccccc2)c1C(=O)Nc1ccc2c(c1)OCO2,5,-22,10,-4,-7[fluorescence artefact?],-8,-2,3,-1
CCOc1ccc(-c2nc(N)ncc2Oc2cccc(OC)c2)c(O)c1,-3,-12,13,4,0,2,-2,4,3
CCCOc1ccc(C(=O)NNC(=S)NC(=O)c2cc(-c3ccccc3)nc3ccccc23)cc1,4,-11,7,-20,-21[fluorescence artefact?],-297,0,4,1
Cc1nnc(SCC(=O)NCCOc2ccc(Cl)cc2)n1-c1ccccc1,5,4,-39,6[fluorescence artefact?],-2,-5,-1,-6,-2
N#Cc1ccc(-c2nnnn2-c2ccc3c(c2)OCO3)cc1,1,-20,7,-18,-2,-13,0,-1,-10
CC(=O)C1=C(O)C(=O)N(Cc2ccco2)C1c1ccccc1 (stereo not drawn),-5,2,3,10,1,-10,0,4,-1
C/C(=N\NC(=O)Nc1ccccc1)c1ccc2ccccc2c1,-4,1,10,-4[fluorescence artefact?],14,-16,-2,0,5
Cc1nc(NCCc2ccccc2)c(C#N)c(C)c1[N+](=O)[O-],-3,-7,5,-2,-2,13,0,-7,-4
CN/C=C1\C(=O)C(C)(C)Oc2ccc3ccc(=O)oc3c21,11,3,14,2,-4,-19,-1,2,3
COC(=O)c1sc2ncccc2c1OCc1cccc(Cl)c1,1,-7,11,-13,-4,4,2,-7,2
CC1=C(C(=O)OCc2ccccc2)C(c2ccsc2)C(C#N)=C(N)O1 (stereo not drawn),-3,-4,-4,-11[fluorescence artefact?],2,-6,1,-12,-11
CCOC(=O)c1[nH]c(C)c(C(=O)OCCN2C(=O)c3ccccc3C2=O)c1C,3,-13,11,26[fluorescence artefact?],0,4,3,-10,7
COc1cc(/C=C/C(=O)OCC(=O)NC(=O)NC(C)C)ccc1OCC#N,3,3,15,-8,9,-14,2,2,8
Cc1nn(-c2ccccn2)c2c1C(c1ccsc1)C1=C(CCCC1=O)N2 (stereo not drawn),nt,5,15,nt,nt,-12,-1,4,3
CCCn1c(=O)c2[nH]c(C3CCCC3)nc2n(CCC)c1=O,1,nt,1,-4,0,-5,-2,-1,12
Oc1cccc(NC(=S)N=Nc2c(O)[nH]c3ccc(Br)cc23)c1,-8,-15,6,-2,-2,2,-1,25*,3
CCOc1ccc(NC(=O)NC23CC4CC(CC(C4)C2)C3)cc1,8,0,0,-12,1,-24,0,-6,-3
O=C(c1ccc(Cl)cc1)C1CCCN(Cc2cccn2-c2ccccn2)C1 (stereo not drawn),-4,-34,11,2,2,-3,-1,2,-6
CCNC(=O)c1ccccc1NC(=O)c1cccc(S(=O)(=O)N2CCOCC2)c1,nt,-10,10,0[fluorescence artefact?],3[fluorescence artefact?],-3,6,5,-1
CN(C)C(=O)C12CCC(C)(C(=O)C1Br)C2(C)C (stereo not drawn),0,0,9,1,-1,-1,-2,0,-2
N#Cc1c(-c2cccnc2)c2c([nH]c1=O)-c1ccccc1OC2,1,-1,-19,-4,-4,-22,0,9,-10
Oc1ccc(-c2nnc(Nc3ccccc3)c3ccccc23)cc1,nt,-11,11,-3,-1,5,-3,11,4
CC(OC(=O)c1nsc(Cl)c1Cl)C(=O)NC(C)(C)C (stereo not drawn),0,-1,4,5[fluorescence artefact?],1,-11,0,-4,-2
Cc1cc(=O)[nH]c(SCC(=O)/C=C2\N(C)c3ccccc3C2(C)C)n1,nt,-2,12,2,-2,-6,1,4,9
COC(=O)COc1ccc(S(=O)(=O)NCc2ccco2)cc1Cl,-4,-23,-4,8,-3,19,-2,-1,0
Cc1cc[n+](CC(=O)c2cc3ccccc3oc2=O)cc1,nt,-8,14,-6[fluorescence artefact?],10,-7,-2,6,4
O=C(Cc1c[nH]c2ccccc12)NCc1ccccc1F,-8,-1,0,-13,1,-10,-2,5,-31
COc1ccc(-c2c(NC(=O)C(C)C)n(C)c3ccccc3c2=O)cc1,-3,nt,3,12,0,-6,-3,-1,-4
